D1 ag – activates the human D1 dopamine receptor; P21728; HEK293 T-REx D1 cells, calcium flux, agonist mode; activation, % at 2 µM; actives 1% (n = 360,000); in the data active means activation above about 30%; further: 0% is about no effect
Target sequence (P21728 whole entry, looked up): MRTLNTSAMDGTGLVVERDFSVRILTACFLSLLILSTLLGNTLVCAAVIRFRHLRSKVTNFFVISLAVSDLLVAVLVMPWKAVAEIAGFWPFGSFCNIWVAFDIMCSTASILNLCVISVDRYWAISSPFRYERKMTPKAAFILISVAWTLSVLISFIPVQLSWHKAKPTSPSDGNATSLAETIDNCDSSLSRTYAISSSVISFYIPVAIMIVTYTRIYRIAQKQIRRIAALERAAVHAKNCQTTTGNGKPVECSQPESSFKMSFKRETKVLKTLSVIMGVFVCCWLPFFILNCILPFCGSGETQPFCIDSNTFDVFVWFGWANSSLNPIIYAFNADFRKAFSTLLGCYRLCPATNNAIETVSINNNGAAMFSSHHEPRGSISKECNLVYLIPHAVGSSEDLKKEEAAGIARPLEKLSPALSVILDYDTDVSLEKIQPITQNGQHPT
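Inducible HEK293 T-REx D1 cells, force-coupled to calcium signalling, were plated at 4000 cells/well with tetracycline and held overnight at 30 C. After no-wash calcium dye loading, compound-evoked calcium rise over 180 s flagged agonists.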
RXFP1 ag – activates the human relaxin receptor RXFP1; actives 0.3% (n = 370,000); HEK293T-RXFP1 cAMP TR-FRET, 30 min; response scale: percent of porcine relaxin response, buffer zero; Potency, µM (highest dose often 57.5 µM), for the others: at the top dose activation, most hits filed as activators; Q9HBX9; further: potency means the concentration at half of the fitted maximal effect; on the % scale 0 is the no-effect control and ±100 the full control effect; nearly all actives have a fitted effect of over 60% in size; many of its hits are not listed in these tables
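HEK293T cells stably expressing RXFP1 were pretreated with the PDE4 inhibitor Ro 20174, exposed to compounds for 30 min at 37C, lysed, and cAMP was read by TR-FRET. Data normalized to buffer (basal) and 29 nM porcine relaxin (100%).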
D1 antag – human D1 dopamine receptor antagonism. P21728. HEK293 TREx D1 cells, calcium flux, dopamine EC80; hits give low values. activity change, negative = inhibition, % at 10 µM. actives 3.2% (n = 360,000). AID 504652; in the data active means activity change below about -30%; further: on the % scale 0 is the no-effect control and ±100 the full control effect
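Compound effects on dopamine-evoked calcium signalling were measured in tetracycline-induced HEK293 Trex D1 cells. Dopamine at EC80 followed a 180 s compound pre-read, and fluorescence was tracked kinetically for 180 s more.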
GRP78 ERSR act – ER stress response induction in glioma; U87-MG GRP78 promoter luciferase reporter, 16 h; Potency, µM, inactives show at the top dose activation, usual class: activators; actives 0.02% (n = 420,000); AID 602332; further: potency means the concentration at half of the fitted maximal effect; series mostly up to about 76 µM; % of control where 0% means no effect; nearly all actives have a fitted effect of over 35% in size
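Stably transfected U87-MG glioma cells carrying a GRP78-based luciferase sensor; 16 h compound incubation. Luminescence end-point read 10 min after Bright-Glo addition at room temperature.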
RXFP1 antagonist – antagonists of human relaxin receptor RXFP1 | HEK293-RXFP1, relaxin-stimulated cAMP HTRF, 30 min; hits give low values | AID 1259400 | activity change, negative = inhibition, % at 57.5 µM | actives 0.59% (n = 350,000);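 active means activity change of -60% or lower, but not beyond a set lower limit; inconclusive means change between -60% and -40%, or beyond the set limit; inactive means change above -40%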; further: on the % scale 0 is the no-effect control and ±100 the full control effect
D1 potentiator – potentiators of human D1 dopamine receptor; HEK293 TREx D1 cells, calcium flux, dopamine EC20 potentiation; potentiation, % at 10 µM; actives 0.036% (n = 360,000); AID 504651; in the data active means potentiation above about 30%; further: 0% is about no effect
D2 potentiator – positive allosteric modulators of human D2 dopamine receptor; HEK293 T-REx D2, calcium flux, EC20 dopamine potentiation; actives 0.34% (n = 340,000); potentiation, % at 10 µM; P14416;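 active means potentiation over 3 SD above the plate norm, cut at about 30% in these data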; further: 0% is about no effect
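Potentiation of an EC20 dopamine calcium response is measured in a force-coupled, tetracycline-inducible Hek293 Trex D2 line. Compound-only kinetic reads over 180 s flag agonists before dopamine addition.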
Vif-A3G inh – Vif-A3G binding inhibition. Q9HC16. HeLa A3G-eYFP + Vif (tagged APOBEC3G with the HIV-1 protein that degrades it), YFP fluorescence, overnight. Potency, µM (series often up to 46.1 µM), inactives show at the top dose activity, negative = active, most hits filed as inhibitors. actives 0.076% (n = 410,000);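 further: potency means the concentration at half of the fitted maximal effect; on the % scale 0 is the no-effect control and ±100 the full control effect; nearly all actives have a fitted effect of over 60% in size; hits raise eYFP signal because A3G escapes Vif-driven loss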
Target sequence (Q9HC16 whole entry, looked up): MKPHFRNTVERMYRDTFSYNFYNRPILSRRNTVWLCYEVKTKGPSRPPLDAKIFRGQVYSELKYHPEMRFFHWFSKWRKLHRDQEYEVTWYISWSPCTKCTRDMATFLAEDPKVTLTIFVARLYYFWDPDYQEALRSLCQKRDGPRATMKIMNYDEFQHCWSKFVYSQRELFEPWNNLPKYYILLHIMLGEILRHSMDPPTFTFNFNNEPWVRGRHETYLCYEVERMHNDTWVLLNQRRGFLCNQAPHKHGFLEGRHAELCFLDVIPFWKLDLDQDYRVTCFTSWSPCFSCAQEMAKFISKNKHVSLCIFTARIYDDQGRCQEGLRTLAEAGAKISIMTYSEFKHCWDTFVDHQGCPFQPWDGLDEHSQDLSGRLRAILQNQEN
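Read-out is eYFP fluorescence (Ex 488/Em 500-530) from Vif-expressing HeLa A3G-eYFP cells; more signal means A3G escaped Vif-mediated degradation. Cells plated overnight, compound pinned in, incubated overnight at 37 deg C.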
Vif-A3F inh – Vif-A3F binding inhibition; HeLa A3F-eYFP + Vif (tagged APOBEC3F with the HIV-1 protein that degrades it), YFP fluorescence increase; Potency, µM (top dose mostly 46.1 µM), for inactives: at the highest dose activity, negative = active; actives 0.2% (n = 390,000); AID 602313; further: potency means the concentration at half of the fitted maximal effect; % of control where 0% means no effect; nearly all actives have a fitted effect of over 65% in size
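HeLa cells stably expressing Vif plus C-terminally eYFP-tagged A3F were seeded, incubated overnight at 37 deg C, dosed with compound, incubated overnight again at 37 deg C. Yellow fluorescence (Ex 488/Em 500-530) reported blocked Vif-mediated A3F-eYFP degradation.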
An asterisk follows results filed as active; ? = inconclusive; . = no result given; & = joins results of further samples. Unless noted, the call rests on the fitted dose curve; in most records, active means well fitted curve in the direction sought with a large enough effect; inconclusive means small, poorly fitted or top-dose-only effect, or another doubt; inactive means no such curve, though single readings can be large; an effect the other way counts as inactive or inconclusive. Only part of the results is shown (hit frequency here may not be typical).

The line under a structure holds: D1 ag, RXFP1 ag, D1 antag, GRP78 ERSR act, RXFP1 antagonist, D1 potentiator, D2 potentiator, Vif-A3G inh, Vif-A3F inh
> CCc1nnc(NC(=O)CCCSc2nc3ccccc3[nH]2)s1
→ 0, 0.7%, -7, -7%, -6, -4, 0, 1%, -7%
> CCC1CN(C(=O)NCc2ccc(F)cc2)c2cc(Cl)ccc2O1 (configuration not stated)
→ 4&0, 2.0%&1.3%, -10&-8, -9%&-3%, ?, -9&-3, -4&-7, 2%&-6%, -16%&-9%
> NC(=O)c1oc2ccccc2c1NC(=O)C1CCCCC1
→ 0, -0.1%, 7, -1%, ., -5, -7, -1%, 0%
> O=C(CC1C(=O)OCC2CCCCN21)Nc1ccccc1C(F)(F)F (configuration not stated)
→ 1, -1.9%, -5, -3%, -9, 0, 9, 1%, 12%
> COc1cccc2nc3c(C(=O)NCCN(C)C)cccc3cc12
→ ., ., ., ?, -20, ., ., -4%, -34%
> Cc1ccccc1C(=O)NC(C(=O)Nc1nc2c(s1)CCCC2)C(C)C (configuration not stated)
→ 2, -3.0%, -4, 1%, -2, -8, -9, -6%, 0%
> COc1cccc(CNCC(=O)Nc2ccc(N3CCOCC3)cc2)c1
→ 3, 2.7%, 9, -5%, -6, 1, ., -11%, 1%
> Cc1ccc(N(C(=O)Cn2nnc3ccccc32)C(C(=O)NCc2ccco2)c2ccc(C)o2)cc1 (configuration not stated)
→ 1, 1.6%, -6, -4%, -5, -2, 0, 1%, -3%
> Cc1cc(=O)oc2cc(NC(=O)CN3C(=O)NC(C)(c4ccccc4)C3=O)ccc12 (configuration not stated)
→ -2, -1.4%, -5, -2%, 10, -4, 3, -4%, 10%
> CCCC(=O)Nc1ccc2c(c1)nc1n2CCOC1
→ 3, 2.3%, 23, 1%, -8, 0, 0, 1%, -1%
> COc1ccc(C(C(N)=O)c2ncc(C(F)(F)F)cc2Cl)cc1 (configuration not stated)
→ 2, 0.2%, 3, 1%, 1, 1, 3, 2%, 0%
> O=C(c1ccc(NS(=O)(=O)c2cccc3cccnc23)cc1)N1CCOCC1
→ ., ., ., 2%, -2, ., ., 0%, -5%
> Cc1ccc(C(=O)Nc2ccc(C(=O)OCc3cc(=O)n4nc(C5CC5)sc4n3)cc2)cc1
→ 0, 20%, 11, -2%, -8, -1, -3, 0%, 1%
> COc1cccc(-c2c(C(=O)N/N=C(\C)c3ccncc3)nnn2-c2nonc2N)c1
→ 2, 0.1%, 8, -7%, 2, -2, -6, -4%, -4%
> OCCN(CCO)CC(O)CN1c2ccccc2Sc2ccccc21 (configuration not stated)
→ 17, 0.1%, -9, -3%, -5, -6, -1, -1%, -4%
> COc1ccc(-c2noc(-c3ccc(Cl)cc3)n2)cc1
→ 3, -0.7%, -15, 7%, -8, 4, 15, -1%, -7%
> Cc1ccc(NC(=O)c2cc(S(=O)(=O)N3CCOCC3)c(Cl)cc2Cl)cc1
→ 3, -0.8%, 0, ., -27, -1, -3, ., .
> CCOc1ccc(-c2cc3nc(C4CCN(C(=O)OC(C)(C)C)CC4)c(C(=O)Nc4cccc(Cl)c4C)cn3n2)cc1
→ 3, 13%, 17, -4%, -28, 0, 2, -5%, 2%
> CC1(C)C[C@@H](O)CC2(C1)C[C@]1(C)CC(O)[C@H]2C(C)(C)C1 (some centres not stated)
→ ., ., ., -4%, 1, ., ., 6%, -3%
> O=C(Nc1cc(S(=O)(=O)Nc2ccc(Cl)cc2)ccc1N1CCCCC1)c1ccc(F)cc1
→ 4, -0.5%, -1, 1%, -1, 4, -1, -11%, ?
> COc1cc(CNc2nnnn2C)ccc1OCc1ccc(F)cc1Cl
→ 1, -0.2%, -8, -1%, 10, 2, 12, -1%, 0%
> CN1CCN(c2ccccc2NC(=O)COc2ccc(Cl)cc2)CC1
→ 3, 5.5%, -7, -2%, 1, -8, -6, -4%, -10%
> N/N=C(\c1ccccc1)C12CN3CN(CN(C3)C1)C2
→ 0, -0.2%, -5, 3%, -5, -2, 3, -3%, 0%
> Cc1csc(SCC(=O)Nc2oc(C)c3c(C)n[nH]c(=O)c23)n1
→ -2, 2.1%, 12, -4%, -18, -5, -6, 1%, -17%
> COC(=O)c1c(C(=O)OC)c(-c2ccc(C(C)(C)C)cc2)n2c1CS(=O)C2 (configuration not stated)
→ 2, -0.3%, -14, -4%, 2, -2, -5, 5%, 10%
> CCCCCc1nc2c(=O)n(C)c3ccccc3c2o1
→ 2, 0.0%, 1, 5%, -8, -1, -4, -4%, -12%
> CCOc1ccccc1NC(=O)CCCNC(=O)Cn1cnc2sc(C)c(C)c2c1=O
→ 2, 2.4%, 4, -6%, -15, 3, -10, 3%, 0%
> COCCOC(=O)C1=C(C)NC(=O)NC1c1c(Cl)nc2ccccn2c1=O (configuration not stated)
→ 3, 12%, 8, -2%, ., 5, -2, 0%, -12%
> Cc1cc(C)nc(SCC(=O)N2CCOCC2)n1
→ 3, 1.3%, 6, -2%, 12, -6, -2, -1%, -2%
> CCOc1ccc(S(=O)(=O)N2c3ccccc3CC2C)cc1 (configuration not stated)
→ 22, -1.5%, -7, -5%, 22, 13, -6, ?, -19%
> COc1ccc(-c2nnn3c2nc(NCc2ccccc2)c2ccccc23)cc1
→ 4&6, ?, 0&-27, 4%&-3%, 5, 1&4, 1&-6, -2%&-5%, -5%&-10%
> COc1ccc(S(=O)(=O)N2CCCCC2)cc1NC(=O)CCNC(=O)c1ccc(Cl)cc1
→ ., ., ., -4%, -21, ., ., 0%, 3%
> O=C(CCn1cccc1)Nc1nccs1
→ 4, 0.6%, -3, -4%, 10, -6, 1, -1%, 2%
> O=C(CC1C(=O)NC2CCCCC2N1C(=O)c1ccc([N+](=O)[O-])cc1)Nc1ccccc1 (configuration not stated)
→ 0, 2.6%, 10, -1%, 0, -3, 0, 2%, 6%
> Cc1cc(S(=O)(=O)N2CCCOC2CNC(=O)C(=O)NCc2ccco2)ccc1F (configuration not stated)
→ 7, -0.2%, -3, -5%, -11, 3, -33, -29%, -11%
> Cc1ccc(S(=O)(=O)NCCCOC(=O)Nc2ccncc2)cc1
→ 9, -2.0%, -24, -5%, -6, 1, -1, 0%, .
> COc1ccccc1-n1cnnc1SCC(=O)Nc1cc(C(C)(C)C)nn1-c1ccccc1
→ -1, 1.6%, -4, -6%, -5, 3, -5, -6%, -11%
> NC(=O)C1CCCN(CC(=O)Nc2ccccc2C(=O)NC2CC2)C1 (configuration not stated)
→ 1, -1.5%, -3, -2%, -3, -9, -6, -1%, -33%
> C/C(=N/NC(=O)CNC(=O)c1cccnc1)c1ccc(Cl)cc1
→ 3, -0.4%, 25, -1%, -1, 4, -17, -1%, 0%
> Cc1cc(N2CCCC(C(=O)Nc3cccc(Cl)c3)C2)n2ncnc2n1 (configuration not stated)
→ 0, 1.6%, -8, -4%, -10, 1, -12, -1%, 10%

Only D2 potentiator and Vif-A3F inh, for some of the entries so far:
Structure,D2 potentiator,Vif-A3F inh
COc1cccc(-c2c(C(=O)N/N=C(\C)c3ccncc3)nnn2-c2nonc2N)c1,-6,-4%
OCCN(CCO)CC(O)CN1c2ccccc2Sc2ccccc21 (configuration not stated),-1,-4%

New compounds follow:
The line under a structure holds: D1 ag, RXFP1 ag, D1 antag, GRP78 ERSR act, RXFP1 antagonist, D1 potentiator, D2 potentiator, Vif-A3G inh, Vif-A3F inh
> COc1ccccc1C(=O)Nc1nnc(SCC(=O)NCC2CCCO2)s1 (configuration not stated)
→ 4, -1.0%, -3, -9%, 7, 0, 12, -1%, 3%
> Cc1ccsc1C(=O)NCCc1ccco1
→ 2, 2.5%, 10, -4%, -14, 8, 5, 3%, -15%
> CCOc1ccc(N(CC(=O)Nc2nccs2)S(=O)(=O)c2c(C)[nH]c(=O)[nH]c2=O)cc1
→ -1, -0.1%, 5, 0%, 2, -1, 1, -3%, 0%
> C/C(=N\NC(=O)c1ccccc1[N+](=O)[O-])c1c(O)cc(C)oc1=O
→ -1, 0.0%, -4, -1%, -4, 2, -3, 8%, -24%
> O=C(CS(=O)CC(=O)Nc1cnc2ccccc2c1)Nc1ccc(Cl)cc1 (configuration not stated)
→ -1, -0.2%, -19, 1%, -14, -1, ., -3%, 0%
> O=C(NC1CCCCC1)c1n[nH]c2c1CC(c1ccccc1)CC2 (configuration not stated)
→ -1, -0.4%, 10, 4%, ., -6, 10, 1%, -8%
> Cc1ccc(CSCC(=O)Nc2ccc3c(c2)OCO3)cc1
→ 3, -2.3%, 15, 6%, -10, -2, -12, 0%, -1%
> Cc1ccc(-c2nnc(N3CCN(C(=O)COc4ccccc4)CC3)c3ccccc23)cc1
→ 6, -0.3%, -4, 0%, -14, 1, -9, 1%, -4%
> Cc1cc(C=O)c(C)c2c1[nH]c1ccccc12
→ ., ., ., -4%, -6, ., ., 1%, 15%
> O=[N+]([O-])c1cccnc1Oc1ccccc1F
→ 1, 3.6%, -5, -5%, -8, -4, ., 2%, -7%
> CCOC(=O)c1c(NC(=O)COc2ncnc3ccccc23)sc(C)c1C
→ 3, 0.4%, 6, -4%, -1, 4, -1, 0%, -11%
> Cn1c(C(=O)NCc2cccc(Cl)c2)cc2oc3ccccc3c21
→ 1, 1.6%, -6, -1%, ., -4, -1, -1%, -8%
> Cc1ccc(C)c(C(=O)c2c(N)c(-c3nc(-c4ccc5c(c4)OCO5)cs3)c3ccccn23)c1
→ 0, 0.1%, 15, ., 6, 3, 7, ., .
> COc1ccc(C(=O)COC(=O)c2n[nH]c3ccccc23)c(OC)c1
→ 4, -0.9%, 23, 1%, -18, -4, 1, -1%, 0%
> CCOC(=O)c1c(C)c(C(=O)NCc2ccccn2)c(C)n1C
→ 0, 4.8%, 13, 5%, -7, 0, 11, -1%, -20%
> CCOC(=O)CNC(=O)CN1C(=O)CC(c2ccco2)Sc2ccccc21 (configuration not stated)
→ 1, 0.0%, -5, -3%, -3, -9, -9, 2%, 7%
> COc1cc(C(=O)Nc2ccc3c(c2)ncn3C)cc(OC)c1OC
→ 11, -1.4%, -20, -1%, 3, 21, -11, ?, -2%
> COC(=O)C1=C(C)N(c2ccc(Cl)cc2)/C(=C/c2cccs2)C1=O
→ -1, 1.2%, 3, -2%, 9, 0, 13, -4%, -11%
> CCOC(=O)CCc1c(C)c2ccc(OCC)c(C)c2oc1=O
→ 3, 1.4%, -6, -1%, -9, -2, 4, -1%, -5%

Bioassay records deposited in PubChem BioAssay by National Center for Advancing Translational Sciences (NCATS).
